Compound activity (PubChem)
PAX8 inh HTS: PAX8 transcriptional activity inhibition; RMG-I TPO-luciferase reporter, SteadyGlo, 24 h; inhibition, % at 12.6 µM; 360,000 tested, 1.2% active; AID 652154;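 active = mean replicate inhibition at least 60% with every replicate also reaching 60%; inconclusive = only one of the two criteria is met; inactive = mean below 60% and not all replicates reaching 60%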;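 note: luciferase light reporting Pax8 driven TPO promoter activity; plate controls were median of neutral control wells for no effect and mitoxantrone controls for full effect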
CASP6 VEID inh: inhibitors of human caspase-6. inhibition, % at 12.5 µM. 350,000 tested, 0.53% active. purified caspase-6, Z-VEID-R110 cleavage fluorescence;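 active = mean inhibition across replicates at least about 35%, with every replicate also reaching that limit, limit read from the data; inconclusive = only one of the two criteria met; inactive = neither criterion met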;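 note: 0% = median of neutral control wells and 100% = no fluorescence left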
Target sequence (P55212 24-179 limits assumed): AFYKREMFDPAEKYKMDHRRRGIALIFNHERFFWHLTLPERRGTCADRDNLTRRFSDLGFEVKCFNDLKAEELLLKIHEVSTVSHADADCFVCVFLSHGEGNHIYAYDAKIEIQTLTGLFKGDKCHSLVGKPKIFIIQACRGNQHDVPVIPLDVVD
Target sequence (P55212 194-293 limits assumed): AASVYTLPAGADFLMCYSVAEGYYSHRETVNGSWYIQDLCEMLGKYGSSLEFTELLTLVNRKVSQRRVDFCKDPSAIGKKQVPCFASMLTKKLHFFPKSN
SIRT5 inh: inhibitors of human sirtuin-5 desuccinylase; Purified SirT5, succinyl-peptide AMC, trypsin-coupled fluorescence; inhibition, % at 15 µM; 330,000 tested, 1.1% active; in the data active = inhibition above about 15%; inconclusive = no clear call, values can overlap the other calls
Target sequence (Q9NXA8 whole entry, looked up): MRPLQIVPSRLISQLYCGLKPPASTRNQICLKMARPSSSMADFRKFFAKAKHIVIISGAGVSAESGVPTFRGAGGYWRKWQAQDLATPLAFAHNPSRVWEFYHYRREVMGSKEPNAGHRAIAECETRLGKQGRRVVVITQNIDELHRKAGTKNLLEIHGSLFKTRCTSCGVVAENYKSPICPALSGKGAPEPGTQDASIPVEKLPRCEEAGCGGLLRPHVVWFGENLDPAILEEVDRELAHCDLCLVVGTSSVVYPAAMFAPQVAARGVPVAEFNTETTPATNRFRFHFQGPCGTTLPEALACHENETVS
EWS-Fli block: blocks EWS/Fli oncoprotein-driven transcription. A673 NR0B1-luciferase reporter, viability-normalised. inhibition, % at 12.6 µM. 350,000 tested, 0.67% active. AID 651661;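 active = mean inhibition of at least 50% after viability correction, with every replicate also passing that limit; inconclusive = mean reaches 50% but only one of two replicates passes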;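 note: firefly luciferase signal divided by Alamar Blue viability fluorescence both relative to DMSO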
DENV2 CPE: DENV2-induced cell death inhibition; DENV2-infected cells, cytopathic effect rescue, plate reader; CPE inhibition, % at 9.99 µM; 350,000 tested, 1.7% active; AID 651640; in the data active = CPE inhibition above about 20%, passing the limit was not always enough; inconclusive = no clear call, values can overlap the other calls; tested in BHK-21 cells;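 note: 0% = median of neutral control wells and 100% = median of positive control wells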
LGR2 antag: Drosophila LGR2 receptor signaling inhibition; 380,000 tested, 0.35% active; HEK293 LGR2, CRE-luciferase, bursicon-stimulated, 4 h; inhibition, % at 9.99 µM; AID 720647;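 active = drop in luminescence signal, shown as inhibition above about 50% in the replicate tests, limit read from the data, passing the limit was not always enough; inconclusive = probably only some replicates passing the limit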;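 note: agonist challenge used bursicon conditioned medium at about half maximal strength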
ARNT TACC3 PPI: disrupts binding between human ARNT and TACC3; AlphaScreen His-ARNT PAS-B/GST-TACC3 binding, luminescence; TACC3 fragment carries E629A point mutation; Q9Y6A5; 390,000 tested, 0.66% active; inhibition, % at 9.99 µM;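 active = mean inhibition of replicates at least 50% and at least half of replicates each reaching 50%; inconclusive = half or more replicates reach 50% but mean below 50%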;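 note: 0% = complete ARNT plus TACC3 wells and 100% = ARNT alone without TACC3; many hits fall short of the cut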
An asterisk follows results filed as active; ? = inconclusive; . = not tested or not shown; & = joins results of further samples.

Results follow in this order: PAX8 inh HTS | CASP6 VEID inh | SIRT5 inh | EWS-Fli block | DENV2 CPE | LGR2 antag | ARNT TACC3 PPI
[1] Cn1c(SCc2ccc(Cl)cc2)nnc1-c1ccc2nonc2c1
    10 | -1 | -4 | 8 | 0 | 5 | -1
[2] CCCCn1nnnc1C1(C)CCC(=O)N1c1ccc(N2CCOCC2)cc1 (stereo not given)
    -13 | 1 | -3 | -3 | 7 | -12 | .
[3] COc1ccc(NC(=O)N(C)C[C@@H]2Oc3c(NS(=O)(=O)c4ccc(F)cc4)cccc3C(=O)N([C@@H](C)CO)C[C@H]2C)cc1
    -10 | . | . | -3 | ? | 1 | 11
[4] CCOC(=O)CN1C(=O)S/C(=C/c2ccc(OCc3ccc(C(=O)O)cc3)cc2)C1=O
    8 | 1 | 5 | 2 | 6 | -47 | -3
[5] Cc1ccc2nsnc2c1NC(=O)CCc1ccccc1
    22 | 1 | -8 | -14 | -1 | -9 | -21
[6] COc1ccc(-n2ncc3c2CC(C)(C)CC3NC(=O)c2ccnn2C)cc1 (stereo not given)
    13 | 1 | -1 | . | -6 | 10 | 10
[7] CCn1ccc(C(=O)Nc2ccccc2SC)n1
    -38 | 7 | 0 | -12 | -1 | -23 | .
[8] CC(C)CN(C(=O)COC(=O)c1cncc(Br)c1)c1c(N)n(Cc2ccccc2)c(=O)[nH]c1=O
    22 | -1 | 6 | 2 | 14 | -5 | -3
[9] CCOC(=O)Cc1csc(NC(=S)NC(=O)c2cc(OC)c(OC)c(OC)c2)n1
    3 | -2 | -6 | 2 | -7 | 3 | 4
[10] Cn1nc(C(F)(F)F)c(C(=O)Nc2ccc(F)cc2)c1Cl
    -12 | -1 | . | 0 | 1 | -6 | -8
[11] Cc1ccc(S(=O)(=O)N(C)C[C@H]2Oc3ccc(NC(=O)Cn4cnnn4)cc3CC(=O)N([C@H](C)CO)C[C@H]2C)cc1
    3 | 3 | -2 | -2 | -5 | 16 | 5
[12] COc1ccc2c3c([nH]c2c1)[C@@H](CO)N(C(=O)NC(C)C)CC31CCN(C(=O)c2ccncc2)CC1
    . | . | . | 3 | 4 | -9 | .
[13] CN1C(=O)c2cc(NC(=O)C3CCOCC3)ccc2OC[C@H]2O[C@H](CC(=O)NCCc3ccncc3)CC[C@@H]21
    -18 | -3 | 8 | 2 | -3 | -15 | 32
[14] O=C1CC[C@@H]2CC3(C[C@@H]4CCN1[C@H]24)Nc1ccccc1NC3=NC1CCCCC1 (stereo not given in full)
    6 | 0 | -3 | 1 | -15 | . | -7
[15] Cn1cnc([N+](=O)[O-])c1S(=O)(=O)Oc1cccc2ccccc12
    80* | 16 | -1 | 50 | 2 | 18 | -21
[16] CC1CN(C(=O)c2ccc(CNS(=O)(=O)c3cccc(Cl)c3)cc2)CC(C)O1 (stereo not given)
    0 | -2 | -3 | -1 | ? | 12 | .
[17] COc1ccccc1NC(=S)N(Cc1ccccn1)Cc1ccccc1Cl
    -29 | -8 | -2 | 10 | -2 | 16 | -1
[18] O=c1[nH]c(N2CCN(Cc3ccc4c(c3)OCO4)CC2)nc2c1CCCC2
    7 | -2 | -1 | 18 | ? | -14 | -5
[19] CC(OC(=O)c1ccc(-n2cnnn2)cc1)C(=O)Nc1ccccc1F (stereo not given)
    15 | -3 | -1 | -1 | 0 | 16 | 3
[20] Cc1cc(C)cc(NCc2ccncc2)c1
    21 | -3 | 0 | 5 | 3 | 1 | 0
[21] CCOC(=O)C1CCN(C(=O)c2cc(S(=O)(=O)N3CCc4ccccc43)ccc2OC)CC1
    1 | 2 | 1 | -3 | 3 | -15 | -1
[22] C[C@@H]1CCCCO[C@@H](CN(C)Cc2ccncc2)[C@@H](C)CN([C@@H](C)CO)C(=O)c2cc(NC(=O)CCC(F)(F)F)ccc2O1
    -1 | -6 | -3 | -8 | -2 | -11 | -2
[23] CC(=O)N(C)C[C@@H]1Oc2ncc(C3=CCCC3)cc2C(=O)N([C@@H](C)CO)C[C@H]1C
    . | 0 | -2 | -10 | 19 | 10 | 5
[24] COc1ccc(C2(C)NC(=O)N(CC(=O)NC3(C#N)CCCCC3)C2=O)cc1 (stereo not given)
    -2 | 0 | -2 | 5 | 7 | 0 | -3
[25] Cc1cccc(CN(C)C[C@H]2OCc3cnnn3CCCC(=O)N([C@@H](C)CO)C[C@@H]2C)c1
    -13&-19 | -3&-2 | 10&-1 | -5&10 | -3&3 | 5&-2 | -2
[26] O=C(Cn1cnc(Cl)c1Cl)c1ccc(F)cc1
    10 | 0 | -4 | -4 | 2 | 1 | .
[27] Cc1noc(C)c1S(=O)(=O)Nc1ccc2c(c1)C(=O)N([C@H](C)CO)C[C@H](C)[C@H](CN(C)C(=O)NC1CCCCC1)O2
    . | 0 | 4 | 7 | -1 | 18 | .
[28] O=C(C[C@@H]1CC[C@@H](NS(=O)(=O)c2ccc(F)cc2)[C@@H](CO)O1)NC1CCCCC1
    8 | -1 | 3 | 4 | -4 | 2 | -6
[29] COc1ccc(Cn2c(=S)[nH]c3ccccc3c2=O)cc1
    1 | -3 | -2 | 8 | 5 | 1 | 3
[30] C[C@@H]1CN([C@H](C)CO)S(=O)(=O)c2ccc(-c3cccnc3)cc2O[C@H]1CN(C)Cc1ccccn1
    . | 0 | -2 | -1 | -7 | -16 | 3
[31] Cc1cccn2c(=O)c(/C=C(\C#N)S(=O)(=O)c3ccccc3)c(N3CCCCC3)nc12
    16 | -2 | -5 | 13 | -3 | 4 | .
[32] CCCCNC(=O)c1ccc2c(OCC)n(CCCC)nc2c1
    9 | -3 | . | -12 | . | 10 | -2
[33] O=C(NCCCO)C(=O)NCC1OCCCN1S(=O)(=O)c1cccs1 (stereo not given)
    -8 | -4 | 1 | . | -3 | -5 | -4
[34] COC(=O)c1ccc(-n2nnnc2SCC(=O)Nc2ccccc2F)cc1
    -4 | -2 | 0 | 21 | -1 | 1 | -2
[35] CCOc1ccccc1N(CC(=O)N/N=C(\C)c1cccc(Br)c1)S(C)(=O)=O
    28 | 1 | -1 | 8 | 5 | 17 | 4
[36] CCOc1ccc(CCNC(=O)COC(=O)/C=C/c2ccc(OCC#N)c(OC)c2)cc1OCC
    -43 | 0 | 0 | 6 | 16 | . | -5
[37] O=C(CCC(=O)OCc1ccc([N+](=O)[O-])cc1Cl)Nc1ccccc1
    6 | 0 | -4 | . | ? | -9 | -9
[38] Cc1cc(OCC(=O)NCc2ccccn2)c2c(C)c(Cc3ccccc3)c(=O)oc2c1
    2 | 0 | -2 | 12 | ? | 5 | -2
[39] CCOC(=O)C1(CCOc2ccccc2)CCN(Cc2cc(OC)c3c(c2)OCO3)CC1
    22 | 4 | -1 | 20 | -4 | 20 | 8
[40] NS(=O)(=O)c1ccc(CCNC(=O)c2cccc(OC(F)F)c2)cc1
    -24 | -1 | 6 | 3 | . | -13 | -2

Overlap with the part before: 5 entries, then new ones.
Results follow in this order: PAX8 inh HTS | CASP6 VEID inh | SIRT5 inh | EWS-Fli block | DENV2 CPE | LGR2 antag | ARNT TACC3 PPI
[36] CCOc1ccc(CCNC(=O)COC(=O)/C=C/c2ccc(OCC#N)c(OC)c2)cc1OCC
    -43 | 0 | 0 | 6 | 16 | . | -5
[37] O=C(CCC(=O)OCc1ccc([N+](=O)[O-])cc1Cl)Nc1ccccc1
    6 | 0 | -4 | . | ? | -9 | -9
[38] Cc1cc(OCC(=O)NCc2ccccn2)c2c(C)c(Cc3ccccc3)c(=O)oc2c1
    2 | 0 | -2 | 12 | ? | 5 | -2
[39] CCOC(=O)C1(CCOc2ccccc2)CCN(Cc2cc(OC)c3c(c2)OCO3)CC1
    22 | 4 | -1 | 20 | -4 | 20 | 8
[40] NS(=O)(=O)c1ccc(CCNC(=O)c2cccc(OC(F)F)c2)cc1
    -24 | -1 | 6 | 3 | . | -13 | -2
[41] COc1cc(NC(=O)[C@H]2O[C@@H](n3ccc(N)nc3=O)[C@H](O)[C@@H]2O)cc(OC)c1OC
    -9 | 1 | -5 | -1 | 19 | 2 | .
[42] Cc1ccc2nc(C(Cl)(Cl)Cl)nc(N/N=C/c3ccncc3)c2c1
    -41 | 0 | -3 | 0 | 7 | -27 | -10
[43] CCOc1ccc(S(=O)(=O)N(CC)CC(=O)N2CCOCC2)cc1C
    0 | 0 | -4 | -1 | 7 | -5 | 10
[44] O=C(c1ccccc1F)N1CCC2CC1c1cc(-c3ccc4c(c3)OCO4)ccc12 (stereo not given)
    5 | -1 | 1 | 4 | ? | 12 | .
[45] O=C(NCCc1ccc(C(F)(F)F)cc1)c1ccc2c(c1)OCO2
    -4 | -1 | -2 | -6 | 12 | -3 | -5
[46] COc1ccc(NC(=O)c2cccnc2)c([N+](=O)[O-])c1
    17 | 0 | 0 | 13 | -4 | 18 | -7
[47] O=C(COc1cccnc1[N+](=O)[O-])Nc1c(Cl)cccc1Cl
    . | 1 | 2 | -8 | ? | -6 | -4
[48] O=C(N1CCOCC1)N1[C@H](COCc2ccccc2)C=CS1(=O)=O
    -2 | 3 | 0 | 1 | -6 | . | .
[49] O=C(C1CC1)N1C[C@H]2[C@@H](c3ccccc31)[C@H](CO)N2C(=O)Nc1cccc(F)c1
    -1 | 0 | 0 | 1 | 6 | -3 | -3
[50] O=C(NCc1cccnc1)c1cccc(-c2cc3ccccc3oc2=O)c1
    7 | -2 | -3 | 4 | 11 | -12 | -2
[51] Cc1cc(=O)n2c(n1)NC(=NCc1ccccc1)NC2c1ccccc1 (stereo not given)
    4 | -2 | -4 | 6 | 0 | 8 | .
[52] CCCC(=O)Nc1ccc2c(c1)C(=O)N(C)[C@H]1CC[C@H](CC(=O)NCC(F)(F)F)O[C@@H]1CO2
    -6 | . | . | -9 | 1 | 15 | -9
[53] c1ccc2c(c1)NCCS2
    -8 | 1 | -1 | -30 | 7 | 1 | -9
[54] COc1ccc(CCNC(=O)COc2cccc(-n3cnnn3)c2)cc1
    -14 | 0 | 0 | -1 | ? | 1 | -9
[55] COc1ccccc1NC(=O)CCn1c(=S)oc2ccccc21
    20 | 0 | 0 | 8 | ? | -1 | 1
[56] O=C(C[C@H]1C=C[C@@H](NC(=O)Nc2ccc(F)cc2)[C@@H](CO)O1)NCc1ccccn1
    8 | 2 | 3 | -1 | -5 | 1 | 3
[57] O=C(Nc1ccccc1C(=O)N1CCCCCC1)c1ccc(F)cc1
    6 | 0 | 1 | . | -8 | -10 | -7
[58] Nc1ccc(C(=O)O)cc1S(=O)(=O)O
    -12 | -2 | -6 | 4 | 3 | 8 | -13
[59] O=C1c2cnc3ncnn3c2CC2c3ccccc3CCN12 (stereo not given)
    7 | -4 | 8 | 0 | -1 | 17 | -9
[60] Cc1c(Cl)cccc1-n1cnc(=O)c2ccccc21
    5 | 7 | -1 | 10 | ? | . | 2
[61] CN(C)CCCNc1c2c(nc3cc(-c4cccc(F)c4)nn13)CCC2
    7 | 0 | 0 | 2 | -1 | 12 | -1
[62] C[C@H](CO)N1C[C@H](C)[C@@H](CN(C)S(C)(=O)=O)OCCCC[C@H](C)Oc2ccc(NS(=O)(=O)c3ccccc3)cc2C1=O
    -15 | 3 | -2 | -11 | -2 | 7 | -12
[63] C[C@@H]1CN([C@@H](C)CO)C(=O)c2c(c3ccccc3n2C)-c2ccccc2CO[C@@H]1CN(C)C(=O)c1ccc(F)cc1
    . | 1 | -7 | 3 | -7 | 17 | 3
[64] Fc1ccc(OCc2nnc(-c3ccccc3Br)o2)c(Cl)c1
    -224 | -3 | -2 | -138 | -2 | -96 | .
[65] COc1ccccc1Cn1c(=S)[nH]c2cc(C(=O)NCCN(C)C)ccc2c1=O
    20 | -26 | -3 | 11 | 3 | 10 | 9
[66] O=C(/C=C/c1ccco1)N(Cc1ccc(Cl)cc1)C1CCS(=O)(=O)C1 (stereo not given)
    9 | 5 | 57* | 4 | -5 | -1 | -1
[67] Cc1ccc(S(=O)(=O)NCC[C@H]2CC[C@@H](NC(=O)Nc3ccccc3F)[C@H](CO)O2)cc1
    -13 | -1 | 4 | 1 | 20* | -9 | -9

Entries by screen from above.
DENV2 CPE, entries 61–67, in order: -1, -2, -7, -2, 3, -5, 20*
EWS-Fli block, entries 61–67, in order: 2, -11, 3, -138, 11, 4, 1
LGR2 antag, entries 61–67, in order: 12, 7, 17, -96, 10, -1, -9
